Compound activity: PubChem BioAssay, National Center for Advancing Translational Sciences (NCATS)
HT1080-NT tox: kills 2HG-producing HT-1080-NT fibrosarcoma cells; HT-1080-NT fibrosarcoma viability, CellTiter-Glo ATP luminescence, 48 h; Potency, µM (top dose mostly 46.1 µM), for inactives: at the highest dose activity, negative = less viability, actives largely listed as cytotoxic; 360,000 compounds, 1.6% hits; AID 686970;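 also: NT is the 2HG producing partner of a matched IDH1 knockdown line; potency is read from the fitted curve at half-maximal effect; 0% = DMSO-treated cells and -100% = media-only wells without cells; nearly all actives have a fitted effect of over 55% in size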
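Toxicity toward the 2HG-producing NT line was scored as %Activity, normalised to DMSO and no-cell wells, from CellTiter-Glo luminescence after 48 hours' treatment.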
KB-V1 MDR tox: kills drug-selected multidrug resistant KB-V1 cells. KB-V1 MDR cells viability, CellTiter-Glo, 72 h. Potency, µM (titrated, usually from 46.1 µM), without a hit: at the highest dose activity change, negative = cytotoxicity, hits mostly cytotoxic. 400,000 compounds, 3.4% hits. AID 1347076; also: potency is read from the fitted curve at half-maximal effect; % is scaled to controls: 0 for no effect and ±100 for the full control effect; nearly all actives have a fitted effect of over 60% in size
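Readout: CellTiter-Glo luminescence, 10 min after addition. Cells: KB-V1 MDR subline, 72 h at 37 degrees C with compound. Analysis: corrected, normalized data fitted to concentration-effect curves.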
KB-3-1 tox: KB-3-1 parental cell cytotoxicity | KB-3-1 viability, CellTiter-Glo ATP luminescence, 72 h | Potency, µM (series often up to 46.1 µM), inactives show at the top dose activity change, negative = cytotoxic, actives largely listed as cytotoxic | 400,000 compounds, 1.4% hits | AID 1347075; also: potency is read from the fitted curve at half-maximal effect; % is scaled to controls: 0 for no effect and ±100 for the full control effect; nearly all actives have a fitted effect of over 60% in size
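72 h, 37 °C compound treatment of KB-3-1 parental cells; CellTiter-Glo added, 10 min, luminescence read. Data corrected against DMSO-only plates and normalized before curve fitting.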
MCF10A rerep: induces DNA re-replication in MCF 10a normal breast cells | MCF 10A DNA re-replication, Hoechst nuclear intensity, 48 h | Potency, µM (titrated, usually from 46.1 µM), without a hit: top-dose activity, positive = re-replication, usual class: activators | 350,000 compounds, 2.9% hits | AID 624296; also: potency is read from the fitted curve at half-maximal effect; % of control where 0% means no effect; nearly all actives have a fitted effect of over 50% in size
SW480 rerep: DNA re-replication induction in SW480 cells; SW480 DNA re-replication, Hoechst DNA content imaging, 48 h; Potency, µM (top dose mostly 46.1 µM), inactives show at the highest dose re-replication activation, hits mostly activators; 340,000 compounds, 1.8% hits; AID 624297; also: potency is read from the fitted curve at half-maximal effect; % of control where 0% means no effect; nearly all actives have a fitted effect of over 55% in size
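First, 250 cells per well were seeded. Next, compound or vehicle (23 nL) was pinned in, plates sat 48 hr at 37 C. Finally Hoechst was added for 40 min before fluorescence scanning.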
IL1B secr inh: inflammasome signaling inhibition, IL-1 beta readout. 360,000 compounds, 4.7% hits. THP-1 LPS/ATP IL-1B secretion, AlphaLISA, 16 h; stronger effect = lower value. AID 743279. activity change, % at 57.5 µM; in the data active = activity change below about -50%; inconclusive = mostly about -30% to -49%; also: % is scaled to controls: 0 for no effect and ±100 for the full control effect
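THP-1 cells pretreated 1 hr with compounds (up to 57.5 uM final), then stimulated with LPS (250 ng/mL final) plus ATP (1.25 mM final); secreted IL-1B measured by AlphaLISA after 16 hr, decreased signal indicating inhibition.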
HT1080 IDH1KD tx: toxicity to HT-1080 IDH1 knockdown cells (counter line); HT-1080 IDH1 knockdown viability, ATP luminescence, 48 h; 360,000 compounds, 2% hits; Potency, µM (titrated, usually from 46.1 µM), without a hit: at the top dose activity, negative = toxicity, actives largely listed as cytotoxic;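 also: potency is read from the fitted curve at half-maximal effect; 0% = DMSO wells and -100% = cell-free medium wells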
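Using the IDH1-knockdown HT-1080 line run in the same batch and compound series as the NT line, viability after 48 h at 37 °C was determined by CellTiter-Glo luminescence and expressed as % activity.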
WRN inhibitor: WRN helicase (human) inhibition; Q14191; WRN helicase unwinding, fluorescent forked duplex, kinetic; Potency, µM (series often up to 114 µM), without a hit: at the top dose activity change, negative = inhibition, actives largely listed as inhibitors; 360,000 compounds, 0.46% hits; AID 651768; also: potency is read from the fitted curve at half-maximal effect; % is scaled to controls: 0 for no effect and ±100 for the full control effect; nearly all actives have a fitted effect of over 55% in size
Target sequence (Q14191 whole entry, looked up): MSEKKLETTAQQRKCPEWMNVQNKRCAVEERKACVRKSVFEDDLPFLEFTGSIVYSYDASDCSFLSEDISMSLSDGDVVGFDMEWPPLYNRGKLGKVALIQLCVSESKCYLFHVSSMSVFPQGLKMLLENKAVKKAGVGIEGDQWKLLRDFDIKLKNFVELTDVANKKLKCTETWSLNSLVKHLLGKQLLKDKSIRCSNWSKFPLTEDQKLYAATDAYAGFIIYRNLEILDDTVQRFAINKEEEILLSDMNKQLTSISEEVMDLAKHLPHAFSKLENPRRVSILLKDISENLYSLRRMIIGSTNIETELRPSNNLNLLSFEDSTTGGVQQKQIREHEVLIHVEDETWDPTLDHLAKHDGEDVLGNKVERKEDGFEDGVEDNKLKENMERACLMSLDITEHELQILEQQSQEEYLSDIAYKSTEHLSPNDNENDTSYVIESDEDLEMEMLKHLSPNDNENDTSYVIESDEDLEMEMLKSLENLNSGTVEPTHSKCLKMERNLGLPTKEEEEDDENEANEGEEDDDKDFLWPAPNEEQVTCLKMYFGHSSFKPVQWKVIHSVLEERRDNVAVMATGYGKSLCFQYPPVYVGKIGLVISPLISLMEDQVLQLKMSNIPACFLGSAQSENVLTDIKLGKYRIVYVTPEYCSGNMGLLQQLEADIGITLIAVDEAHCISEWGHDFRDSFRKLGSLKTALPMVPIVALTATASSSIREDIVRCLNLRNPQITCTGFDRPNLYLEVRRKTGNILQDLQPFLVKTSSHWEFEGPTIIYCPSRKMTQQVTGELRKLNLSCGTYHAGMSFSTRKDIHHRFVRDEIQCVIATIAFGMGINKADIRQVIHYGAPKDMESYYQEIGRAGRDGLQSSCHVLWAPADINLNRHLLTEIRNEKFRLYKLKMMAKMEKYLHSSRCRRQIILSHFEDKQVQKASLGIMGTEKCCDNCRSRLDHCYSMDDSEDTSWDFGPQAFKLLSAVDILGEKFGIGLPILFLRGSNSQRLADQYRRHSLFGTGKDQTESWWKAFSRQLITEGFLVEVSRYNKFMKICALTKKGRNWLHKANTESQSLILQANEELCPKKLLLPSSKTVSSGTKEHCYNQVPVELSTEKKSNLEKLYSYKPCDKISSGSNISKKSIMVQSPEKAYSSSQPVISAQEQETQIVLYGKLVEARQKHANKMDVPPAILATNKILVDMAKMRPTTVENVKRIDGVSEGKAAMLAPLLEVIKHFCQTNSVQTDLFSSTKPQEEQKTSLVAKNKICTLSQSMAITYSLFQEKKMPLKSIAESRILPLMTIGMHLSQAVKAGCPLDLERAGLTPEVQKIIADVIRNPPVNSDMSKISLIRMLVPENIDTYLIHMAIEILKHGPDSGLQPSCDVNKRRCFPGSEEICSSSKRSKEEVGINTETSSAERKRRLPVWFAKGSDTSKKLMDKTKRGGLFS
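WRN at 20 nM final was preincubated with compound for 15 min at room temperature; reaction started with 100 nM forked duplex oligonucleotide carrying fluorophore and quencher plus 2 mM ATP (final). Unwinding followed kinetically by red fluorescence (ex 525/em 598 nm).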
ATXN2 expr inh: inhibitors of ATXN2 expression | Potency, µM (highest dose often 57 µM), inactives show at the top dose activity change, negative = inhibition, most hits filed as inhibitors | AID 1745845 | HEK-293 ATXN2-luciferase reporter, luminescence, 24 h | 360,000 compounds, 0.72% hits; also: potency is read from the fitted curve at half-maximal effect; % is scaled to controls: 0 for no effect and ±100 for the full control effect; nearly all actives have a fitted effect of over 55% in size
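qHTS (up to 57 uM final) was run with 24 h compound exposure of reporter cells at 37 °C. Each well was multiplexed: SteadyGlo luminescence measured ATXN2-luciferase expression after a fluorogenic Gly-Phe-AFC viability readout (25 uM final).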
An asterisk follows results filed as active; ? = inconclusive; . = no result given; [ ] = dose if it differs, or a comment. Unless noted, calls follow the shape of the dose curve; as a rule, active = well fitted curve in the direction sought with a large enough effect; inconclusive = small, poorly fitted or top-dose-only effect, or another doubt; inactive = no such curve, though single readings can be large; an effect the other way counts as inactive or inconclusive.

SMILES	HT1080-NT tox	KB-V1 MDR tox	KB-3-1 tox	MCF10A rerep	SW480 rerep	IL1B secr inh	HT1080 IDH1KD tx	WRN inhibitor	ATXN2 expr inh
CN(CCc1ccccc1)C(c1ccnc2ccccc12)c1nnnn1-c1ccc2c(c1)OCCO2 (stereo not drawn)	?	?	-8.3%	.	.	-4.1	?	-12.9%	?
COc1ccc(Nc2nc(NCc3ccco3)nc(N/N=C/c3ccccc3Cl)n2)cc1	9.3%	?	19.9%	4.7%	-1.2%	-12.1	18.1%	-0.6%	4.7%
CCOC(=O)C1CCCN(C(=O)CSc2ccc(NC(C)=O)cc2)C1 (stereo not drawn)	9.0%	2.2%	-23.4%	0.0%	-17.2%	?	19.9%	-28.1%	5.9%
Cc1ccc(N2CC(C(=O)N3CCC(c4nc5ccccc5[nH]4)CC3)CC2=O)cc1C (stereo not drawn)	0.6%	0.0%	-10.8%	2.2%	-9.1%	-6.3	0.5%	-16.0%	-19.0%
O=C(NC(=S)NCCc1ccccn1)c1ccco1	26.9%	-16.7%	-18.5%	?	?	-22.7	-2.3%	-11.5%	-1.7%
Cc1ccc(-c2cc3nc(C)cc(NCc4ccco4)n3n2)cc1	?	14.6µM*	10.1%	5.17µM*	?	6.5	-16.9%	-3.3%	67.7%[activator]
Cc1cc(C(N)=O)c2ccccc2n1	1.1%	3.7%	3.1%	?	-1.7%	15.6	-9.1%	-1.4%	4.1%
COc1cccc(CN2CC(C(=O)NCCOc3cccnc3)CCC2=O)c1 (stereo not drawn)	-1.8%	3.9%	-22.9%	-0.9%	6.3%	0.0	13.2%	-9.5%	-3.5%
COc1ccc(CCN2CC3=C(C2=O)C(c2ccccc2)NC(=O)N3C)cc1OC (stereo not drawn)	-2.3%	1.8%	4.0%	0.0%	2.6%	8.2	6.5%	-9.3%	-5.5%
O=C(CCCc1cccs1)Nc1ccc2c(c1)OCO2	-11.3%	0.0%	-12.0%	4.4%	110.2%[1.84 µM]	-0.3	1.6%	-0.3%	67.4%[activator]
COc1ccc(NC(=O)c2cccc(F)c2)cc1Cl	0.8%	-28.5%	12.9%	-1.1%	-18.8%	-22.9	1.2%	-5.0%	40.3%[activator]
COc1ccc(S(=O)(=O)NCCC(=O)OCC(=O)NC2CC2)cc1	17.0%	1.1%	20.2%	-0.3%	-0.6%	5.6	13.7%	7.1%	6.2%
O=C1c2ccccc2C(=O)N1Cc1ccco1	13.9%	12.5%	2.2%	?	-2.3%	3.9	11.0%	-3.3%	5.9%
COc1cc2c3c(c1)C(C)CC(C)(C)N3C(=O)C2=O (stereo not drawn)	-5.2%	?	-10.6%	?	?	-4.0	-3.2%	-6.1%	-19.9%
CCOC(=O)c1cnc2cc(F)c(F)cc2c1N1CCOCC1	-8.7%	?	2.2%	1.0%	-2.8%	-3.4	-18.3%	7.1%	-4.6%
Cc1ccc(Cl)cc1N1CCN(C(=O)CSc2ccsc2[N+](=O)[O-])CC1	-8.3%	5.17µM*	2.4%	?	-5.2%	-10.5	-3.4%	-23.2%	-17.7%
O=C(c1cccnc1)N1N=C(C2CCCCC2)CC1(O)C(F)(F)F (stereo not drawn)	4.1%	?	17.9%	0.5%	-9.6%	-7.6	6.6%	-10.5%	8.5%
Cc1ccc(-c2nn(-c3ccccc3)cc2C(=O)NN2CCN(C)CC2)cc1	-2.7%	-8.3%	7.0%	0.3%	0.4%	?	-27.5%	13.8%	-32.5%
CCC(NC(=O)Nc1nnc(C(F)(F)F)s1)(C(F)(F)F)C(F)(F)F	3.26µM*	4.11µM*	10.3µM*	?	?	-72.9*	3.66µM*	-6.4%	8.91µM*
O=C(CSc1cn(CCNC(=O)c2cccs2)c2ccccc12)NCc1ccccc1	-12.4%	12.7%	?	1.0%	-4.6%	-14.7	-13.6%	-0.4%	-9.4%

By substructure: those above with a CF3 group (two)
SMILES	HT1080-NT tox	KB-V1 MDR tox	KB-3-1 tox	MCF10A rerep	SW480 rerep	IL1B secr inh	HT1080 IDH1KD tx	WRN inhibitor	ATXN2 expr inh
O=C(c1cccnc1)N1N=C(C2CCCCC2)CC1(O)C(F)(F)F (stereo not drawn)	4.1%	?	17.9%	0.5%	-9.6%	-7.6	6.6%	-10.5%	8.5%
CCC(NC(=O)Nc1nnc(C(F)(F)F)s1)(C(F)(F)F)C(F)(F)F	3.26µM*	4.11µM*	10.3µM*	?	?	-72.9*	3.66µM*	-6.4%	8.91µM*

More structures follow.
SMILES	HT1080-NT tox	KB-V1 MDR tox	KB-3-1 tox	MCF10A rerep	SW480 rerep	IL1B secr inh	HT1080 IDH1KD tx	WRN inhibitor	ATXN2 expr inh
CCC(=O)Nc1cccc(C2=NOC3(C2)C[C@@H](C(N)=O)N(C(=O)C2(C)CC2)C3)c1 (stereo partly drawn)	17.5%	?	7.1%	-1.0%	-10.1%	23.7	16.8%	-1.4%	1.7%
O=C1CS/C(=C\[N+](=O)[O-])N1c1ccc(OC(F)(F)F)cc1	-1.6%	13.7%	0.7%	16.1%	-1.5%	-16.8	-13.0%	3.5%	-14.7%
O=C(COC(=O)c1ccc2ncsc2c1)NCc1ccc(Cl)cc1	-13.4%	1.2%	0.0%	13.2%	4.5%	-6.3	2.9%	-5.3%	.
CC(C)C(NC(=O)c1ccc(C(C)(C)C)cc1)C(=O)N1CCC(C(N)=O)CC1 (stereo not drawn)	4.0%	-22.4%	-4.0%	-2.1%	-3.9%	1.0	11.3%	-1.7%	3.1%
Cc1ccccc1NC(=O)/C(C#N)=C\c1ccsc1	-6.8%	-12.0%	1.2%	2.3%	0.5%	2.0	4.6%	-0.6%	25.6%
C=CCSc1nnc2c(n1)OC(c1c(C)[nH]n(-c3ccccc3)c1=O)Nc1ccccc1-2 (stereo not drawn)	-2.6%	-0.1%	-1.0%	-7.2%	3.9%	43.2	1.1%	-28.2%	-3.2%
CC(C)[C@H](NC(=O)c1ccco1)C(=O)NCc1ccccc1	14.6%	?	4.8%	7.8%	-1.7%	-10.9	13.7%	12.6%	10.3%
O=C(NCc1ccc(F)cc1)Nc1nnc([C@H]2C[C@H](O)[C@@H](CO)O2)s1	2.9%	3.0%	0.0%	.	.	4.6	1.6%	-1.7%	14.9%
Cc1cccc2sc(NC(=O)CN3C(=O)c4ccccc4C3=O)nc12	-4.2%	5.2%	2.5%	4.5%	-69.7%[inhibitor]	-10.1	-1.2%	-21.0%	2.6%
CN(C)CC1CCCCC1OC(=O)c1ccc(Cl)cc1Cl (stereo not drawn)	-2.5%	-7.5%	-13.7%	-2.4%	?	-23.7	-2.3%	-5.3%	-28.5%
CC1(C)CN(O)CCN1O	11.4%	-1.4%	?	7.6%	.	-3.1	12.6%	-24.9%	-3.0%
CN(C)CCNC(=O)c1cccc(S(=O)(=O)Nc2ccccc2F)c1	-3.7%	?	-1.4%	-6.4%	0.8%	-11.6	0.3%	1.2%	.
Cc1ccc(C(=O)CC(=O)c2cccc(F)c2)c(O)c1	?	?	?	?	5.4%	62.1	?	-11.8%	-17.8%
CCCn1c(=O)c2c(C(=O)OCC)cc(-c3ccco3)nc2n(CCC)c1=O	3.2%	18.4µM*	-6.4%	11.6µM*	-7.7%	-5.5	2.6%	-8.2%	-6.1%
COc1ccc(C(C)NC(=O)Cc2cccs2)cc1 (stereo not drawn)	7.0%	25.8%	2.4%	0.5%	?	3.3	0.5%	-30.1%	-6.1%
CC(=O)Oc1ccc(N2C(=O)C3C4C=CC(CC4)C3C2=O)cc1[N+](=O)[O-] (stereo not drawn)	-10.3%	-1.4%	-0.6%	6.7%	-1.0%	-7.4	-21.3%	-3.8%	.
COc1ccc2oc(=O)c(C(=O)NCc3ccc(C)cc3)cc2c1	?	-4.1%	13.7%	11.0%	-7.5%	-3.6	3.9%	5.5%	.
CC1CCC2(CC1)NC(=O)N(CC(=O)Nc1ccc3c(c1)OCO3)C2=O (stereo not drawn)	-6.4%	0.5%	11.6%	5.2%	-1.3%	-9.6	-13.5%	12.5%	.
c1ccc(OCc2nnc3sc(-c4cccs4)nn23)cc1	-0.6%	?	2.7%	0.5%	-10.9%	-13.0	-0.4%	?	2.0%
CCC(C)[C@H](NC(=O)NCc1ccc(Cl)cc1)C(=O)O (stereo partly drawn)	2.4%	?	0.6%	-2.4%	-13.9%	11.6	-6.9%	7.0%	.
N#CC1(c2ccccc2)CCN(S(=O)(=O)c2ccc(OC(F)(F)F)cc2)CC1	-11.0%	?	-9.7%	15.9%	-0.2%	-12.1	-8.4%	-1.7%	-30.7%
COc1ccccc1NC(=O)C(C)Sc1nccn1C (stereo not drawn)	2.3%	-11.4%	-34.8%	-0.6%	-3.0%	13.4	0.6%	-5.2%	.
CC(C)CC(NC(=O)C1CCCCC1)C(=O)NCc1ccccn1 (stereo not drawn)	-14.4%	-10.4%	8.1%	4.5%	-4.3%	5.5	0.2%	6.2%	5.4%
COc1ccccc1Oc1ccccc1C(=O)O	0.6%	9.0%	-2.2%	2.7%	0.7%	11.5	9.6%	0.9%	-2.6%
O=C(O)CSCC(=O)NCc1ccc(Cl)cc1	16.2%	?	-1.0%	-2.2%	-2.5%	-2.7	11.5%	2.4%	0.6%
CC1Cc2ccccc2N1S(=O)(=O)c1cccc(C(=O)NC2CC2)c1 (stereo not drawn)	?	-29.6%	-6.2%	-0.7%	1.4%	-1.4	?	1.6%	-10.8%
COc1ccc(Cn2c(CO)cnc2SCC(=O)Nc2cccc(NC(C)=O)c2)cc1	-1.0%	?	18.3%	-0.1%	-0.3%	2.4	-1.2%	-3.5%	10.7%
